dFosB act = enhances mouse delta FosB homodimer DNA binding; AID 493131; activation, % at 25 µM; purified delta FosB, TAMRA-CDK5 oligo fluorescence polarization; percent of positive-control signal above neutral wells; 340,000 tested, 0.99% active; P13346;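 active = mean activation above about 17%, with every replicate also reaching it, limit read from the data, passing the limit was not always enough; inconclusive = only one of the two conditions met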;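 also: fluorescence polarization rise as delta FosB binds a TAMRA Cdk5 AP-1 oligo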
CAL PDZ FP-1 = human CAL PDZ-peptide interaction inhibition | inhibition, % at 20 µM | purified CAL PDZ, TMR-peptide fluorescence polarization, 1 h | 330,000 tested, 0.02% active | AID 504414 | Q9HD26;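 active = highest replicate inhibition of at least 40%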;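 also: plate controls were DMSO neutral control wells for no effect and unlabeled competitor peptide control wells for full effect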
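material = purified tagged CAL PDZ domain construct (CerCALP) | buffer or medium = sodium phosphate/NaCl buffer pH 7.4 with TCEP, IgG, Thesit | reagent = TMR-labelled reporter peptide T*-PRC34 bound in PDZ groove | incubation = 1 h room-temperature incubation prior to read | measured by = fluorescence polarization (mP) | evaluation = percent inhibition from loss of millipolarization | control set = unlabelled peptide and DMSO controls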
PfHsp90 yeast 2 = growth inhibition of yeast expressing Plasmodium Hsp90 | S. cerevisiae expressing PfHsp90, BacTiter-Glo ATP, 48 h; yeast lacking PDR1 and PDR3 efflux regulators | inhibition, % at 9.4 µM | 310,000 tested, 0.32% active;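 active = every replicate shows inhibition above about 80%, whatever the replicate mean, limit read from the data; inconclusive = mean inhibition reaches the set limit but some replicate falls short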;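 also: 0% = DMSO neutral controls and 100% = 20 µM radicicol positive controls; yeast relying on Plasmodium falciparum Hsp90 in place of its own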
Rtt109 HAT inh = C. albicans Rtt109 histone acetyltransferase inhibition; Q5AAJ8; purified Rtt109/Vps75, ThioGlo CoA-SH fluorescence, 4 h; inhibition, % at 34.9 µM; 330,000 tested, 0.16% active; AID 540336;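 active = inhibition of at least 50% in every replicate; inconclusive = best replicate reaches 50% inhibition but some replicates fall short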
Target sequence (Q5AAJ8 whole entry, looked up): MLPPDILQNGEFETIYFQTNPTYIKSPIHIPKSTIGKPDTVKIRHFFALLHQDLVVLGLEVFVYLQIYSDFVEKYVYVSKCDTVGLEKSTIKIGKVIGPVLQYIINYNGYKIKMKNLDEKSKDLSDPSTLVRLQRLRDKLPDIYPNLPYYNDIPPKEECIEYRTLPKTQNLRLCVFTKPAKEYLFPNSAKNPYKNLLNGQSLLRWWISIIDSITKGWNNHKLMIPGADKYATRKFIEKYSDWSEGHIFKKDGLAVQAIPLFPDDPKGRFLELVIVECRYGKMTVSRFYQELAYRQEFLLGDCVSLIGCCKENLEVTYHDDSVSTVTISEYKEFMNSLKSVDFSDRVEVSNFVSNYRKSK
NSD2 inh = inhibitors of human histone methyltransferase NSD2. O96028. inhibition, % at 12.5 µM. 310,000 tested, 0.54% active. NSD2 peptide methylation, AlphaScreen, 120 min. AID 743445; in the data active = inhibition above about 50%
CAL PDZ FP-2 = CAL PDZ (human) peptide binding inhibition | Q9HD26 | purified CAL PDZ, TMR-peptide fluorescence polarization, 1 h | inhibition, % at 24.9 µM | 300,000 tested, 0.92% active | AID 602252;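 active = mean inhibition of at least 30% with at least half of replicates also reaching 30%; inconclusive = no clear call, values can overlap the other calls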;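 also: 0% = DMSO neutral control and 100% = excess unlabeled competitor peptide PRC23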
SR-BI HDL uptake = inhibitors of mouse SR-BI mediated HDL lipid uptake. ldlA[mSR-BI] CHO cells, DiI-HDL uptake fluorescence, 3 h. AID 488896. Q61009. inhibition, % at 12.5 µM. 320,000 tested, 0.96% active;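 active = mean replicate inhibition of at least 70% and a set share of replicates each scoring 70 or more; inconclusive = meets just one of the two criteria; inactive = fails both criteria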;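 also: 0% = median of neutral control wells and 100% = median of positive control wells; values of inactives mirror those of a sister screen read the other way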
Target sequence (Q61009 whole entry, looked up): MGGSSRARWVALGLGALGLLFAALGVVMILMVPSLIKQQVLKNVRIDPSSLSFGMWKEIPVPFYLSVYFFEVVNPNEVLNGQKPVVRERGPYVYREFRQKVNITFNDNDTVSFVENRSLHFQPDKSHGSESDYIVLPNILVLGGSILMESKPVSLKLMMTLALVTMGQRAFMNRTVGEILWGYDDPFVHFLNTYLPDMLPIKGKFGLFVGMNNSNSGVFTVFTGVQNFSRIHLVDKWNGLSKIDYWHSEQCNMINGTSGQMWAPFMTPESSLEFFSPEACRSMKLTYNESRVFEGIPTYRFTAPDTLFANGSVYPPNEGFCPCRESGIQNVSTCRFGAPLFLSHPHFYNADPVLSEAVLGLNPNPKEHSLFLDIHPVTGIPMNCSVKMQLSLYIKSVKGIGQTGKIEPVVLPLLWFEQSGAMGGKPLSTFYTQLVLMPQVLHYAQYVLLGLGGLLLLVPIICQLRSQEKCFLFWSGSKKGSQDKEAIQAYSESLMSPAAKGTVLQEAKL
PvdQ inh = blocks Pseudomonas aeruginosa PvdQ acylase activity; purified PvdQ acylase, fluorescence plate reader; inhibition, % at 10 µM; 340,000 tested, 0.063% active; AID 488965; in the data active = inhibition above about 30%, passing the limit was not always enough; inconclusive = no clear call, values can overlap the other calls;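 also: 0% = vehicle neutral wells and 100% = reference inhibitor wells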
MITF act = MITF TRPM1 promoter activation in melanoma cells | activation, % at 12.5 µM | SK-MEL-5 TRPM1-promoter luciferase, 24 h; % of positive control, neutral wells = 0 | 300,000 tested, 0.75% active | AID 588334;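 active = mean activation of at least 80% with every replicate also reaching 80%; inconclusive = mean reaches 80% but some replicate falls short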;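 also: 0% = neutral control wells and 100% = parthenolide positive control wells; values of inactives mirror those of a sister screen read the other way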
SR-BI uptake up = enhances SR-BI lipid uptake from DiI-HDL; CHO ldlA[mSR-BI] cells, DiI-HDL uptake fluorescence, 3 h; 100 = double the neutral-control signal; activation, % at 12.5 µM; 320,000 tested, 0.096% active;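 active = mean replicate activation of at least 60% and every replicate at or above 60%; inconclusive = mean or all-replicate condition met, but not both; inactive = mean below 60% and not all replicates reaching 60%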;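 also: 0% = median plate neutral-control signal and 100% = twice that signal; values of inactives mirror those of a sister screen read the other way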
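Material: SR-BI-overexpressing, LDLR-lacking CHO cells; schedule: compound exposure 3 h, 37 °C; reagent: DiI-labelled HDL at 10 µg/mL final; technique: bottom-read fluorescence, 550/595 nm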
* hit, by the source's call; u = inconclusive; x = not tested or not shown.

(1) CCOc1ccc(S(=O)(=O)N(C)c2ccc(OCC(=O)OCc3c(C)noc3C)cc2)cc1
(2) CCCOc1ccc(/C=C/C(=O)NCc2ccccc2)cc1
(3) Cc1ccc2nc(C)cc(Nc3ccc([N+](=O)[O-])cc3)c2c1
(4) Cc1ccc(N(CC(O)CN2CCCCC2)S(=O)(=O)c2ccc(C)cc2)cc1 (configuration not stated)
(5) Cc1ccnc(NCc2c(O)ccc3ccccc23)c1
(6) CC(=O)N1CCN(S(=O)(=O)c2ccc(S(=O)(=O)NC3CC3)cc2)CC1
(7) C/C(=N\NC(=O)C(=O)Nc1cc(C)ccc1C)c1ccncc1
(8) COc1oc(-c2ccccc2C)nc1C(F)(F)F

assay / entry	1	2	3	4	5	6	7	8
dFosB act	-5	-12	63*	-9	-5	-6	-12	2
CAL PDZ FP-1	0.7	-1.0	-0.1	-0.8	-1.4	-0.8	1.3	-0.7
PfHsp90 yeast 2	9	-5	3	15	-5	22	-12	8
Rtt109 HAT inh	0	-2	-1	-4	6	-2	10	-4
NSD2 inh	-5	-3	4	2	-2	-2	1	7
CAL PDZ FP-2	-4	0	5	-4	-3	-1	-7	-5
SR-BI HDL uptake	-6	-19	41	7	-2	3	-3	3
PvdQ inh	-6	1	12	-8	2	-8	15	0
MITF act	2	7	-84	6	x	x	x	-7
SR-BI uptake up	6	19	-41	-7	2	-3	3	-3

(9) Cc1ccc(Cl)cc1NC(=O)COC(=O)C1CCCC1
(10) COc1ccc(Br)cc1/C=N/NC(=O)CN1CCN(Cc2ccccc2)CC1
(11) CCC(=O)N(CCc1ccc(S(N)(=O)=O)cc1)C1CC(=O)N(c2ccc(OC)cc2)C1=O (configuration not stated)
(12) CCOCc1nnc(NC(=O)c2cc(C(=O)OC)cc([N+](=O)[O-])c2)s1
(13) COC(C(=O)Nc1ccc(F)c(F)c1)c1ccccc1 (configuration not stated)
(14) C#CC[N+](C)(C)CC#Cc1ccc(Cl)cc1
(15) c1ccc(-c2nc3c([nH]2)CCc2nonc2-3)cc1
(16) C=CCC[C@H](Cc1ccc(F)cc1)C(=O)OC[C@@H](C)NC(=O)[C@H](CC=C)CC(=O)N(CCO)Cc1ccccc1

assay / entry	9	10	11	12	13	14	15	16
dFosB act	8	-14	-7	0	-4	-4	-4	-25
CAL PDZ FP-1	-1.4	0.1	0.1	-3.0	-0.7	-1.2	-2.7	-0.5
PfHsp90 yeast 2	31	-24	-22	-11	0	7	17	-27
Rtt109 HAT inh	-3	13	-1	-39	14	-1	-2	-1
NSD2 inh	3	6	0	-7	-2	-2	1	x
CAL PDZ FP-2	0	-2	4	-1	-3	-6	-2	-4
SR-BI HDL uptake	-13	x	3	-5	-28	-7	0	x
PvdQ inh	-5	-4	-21	-15	9	-5	1	-16
MITF act	12	x	-12	0	12	-6	12	-1
SR-BI uptake up	13	x	-3	5	28	7	0	x

(17) CC(=O)Nc1ccc(NC(=O)CCN2C(=O)C3CC=CCC3C2=O)cc1 (configuration not stated)
(18) CCCCCCn1ccc(=N)cc1
(19) C#CC1CN(Cc2ccccc2)CC(C#C)N1C (configuration not stated)
(20) CC(OC(=O)c1ccc(F)c(S(=O)(=O)N2CCOCC2)c1)C(=O)NCC1CCCCC1 (configuration not stated)
(21) COC(=O)CCc1c(C)nc(N)[nH]c1=O
(22) O=C(O)c1cc(-n2nnnc2SCc2ccccc2F)ccc1Cl
(23) COCCOC(=O)/C(=C/c1ccc(OC(=O)c2ccccc2)cc1)C(C)=O
(24) Oc1ccc(-c2csc(-c3cccnc3)n2)cc1O

assay / entry	17	18	19	20	21	22	23	24
dFosB act	0	0	3	-12	5	-5	-6	5
CAL PDZ FP-1	-0.7	-0.6	-0.9	0.0	0.8	-1.0	-0.7	-0.5
PfHsp90 yeast 2	-18	11	x	6	-9	1	108*	-15
Rtt109 HAT inh	0	-5	4	19	4	4	-9	5
NSD2 inh	0	-1	x	2	-1	x	0	x
CAL PDZ FP-2	-4	-1	x	7	-1	-3	-3	5
SR-BI HDL uptake	-20	-21	-8	49	-2	-21	x	-10
PvdQ inh	-4	1	-16	14	-11	2	-7	-1
MITF act	0	-19	x	x	8	-5	5	23
SR-BI uptake up	20	21	8	-49	2	21	x	10

(25) Cc1cccc(OCCC(=O)NNC(=O)Cn2nc(C)cc2C)c1
(26) O=[N+]([O-])c1ccccc1S(=O)(=O)Nc1cccnc1
(27) COc1ccc(C(=O)Nc2cc(C)c3c(=O)oc4ccccc4c3n2)cc1
(28) Cc1cccc(C)c1-n1nnnc1-c1cnccc1C(F)(F)F
(29) COc1ccc(-c2nc(NC(=O)Cn3ccc(C(F)(F)F)n3)sc2C)cc1
(30) COc1cccc(C(=O)NC2CC(C)(C)Cc3c2cnn3-c2cccc(F)c2)c1OC (configuration not stated)
(31) COc1ccccc1OCC(=O)Nc1nnc(-c2ccco2)s1
(32) O=C(Cn1cc(C(=O)C(F)(F)F)c2cc(Br)ccc21)N1CCOCC1

assay / entry	25	26	27	28	29	30	31	32
dFosB act	2	-5	-8	-3	-12	-8	-5	-9
CAL PDZ FP-1	-0.9	-0.6	-0.8	-0.5	-4.6	-0.3	-0.9	-2.3
PfHsp90 yeast 2	18	15	-15	3	2	-28	11	-3
Rtt109 HAT inh	-4	-11	3	-5	0	-1	5	x
NSD2 inh	-2	1	x	-1	-3	-2	6	-2
CAL PDZ FP-2	-3	-5	-4	x	0	x	0	-1
SR-BI HDL uptake	-8	-11	1	7	40	19	25	-18
PvdQ inh	-9	-7	-1	3	-20	1	5	8
MITF act	2	-15	x	5	0	6	4	31
SR-BI uptake up	8	11	-1	-7	-40	-19	-25	18

Some of the entries so far, field by field.
13) COC(C(=O)Nc1ccc(F)c(F)c1)c1ccccc1 (configuration not stated)
- dFosB act: -4
- CAL PDZ FP-1: -0.7
- PfHsp90 yeast 2: 0
- Rtt109 HAT inh: 14
- NSD2 inh: -2
- CAL PDZ FP-2: -3
- SR-BI HDL uptake: -28
- PvdQ inh: 9
- MITF act: 12
- SR-BI uptake up: 28

24) Oc1ccc(-c2csc(-c3cccnc3)n2)cc1O
- dFosB act: 5
- CAL PDZ FP-1: -0.5
- PfHsp90 yeast 2: -15
- Rtt109 HAT inh: 5
- NSD2 inh: x
- CAL PDZ FP-2: 5
- SR-BI HDL uptake: -10
- PvdQ inh: -1
- MITF act: 23
- SR-BI uptake up: 10

Other entries follow:
(33) CC(C)CC(c1nnnn1C1CCCCC1)N1CCN(c2ncccn2)CC1 (configuration not stated)
(34) COc1cccc(NC(=O)NC2(C(=O)N3CCC(O)CC3)CCCCC2)c1
(35) CN(C(=O)c1ccc(Br)o1)C1(C)CCS(=O)(=O)C1 (configuration not stated)
(36) CCOC(=O)N1CCN(S(=O)(=O)c2cc(Br)cc3c2N(C(C)=O)C(C)C3)CC1 (configuration not stated)
(37) Cc1ccc(SCC(=O)OCC(=O)N(CC(C)C)C2CCS(=O)(=O)C2)cc1C (configuration not stated)
(38) C1CN(CCN2CCOCC2)CCN1
(39) COc1ccc(CNCC(O)(c2ccc(F)cc2)c2ccc(F)cc2)cc1OC
(40) CCS(=O)(=O)c1nc(S(=O)(=O)c2ccc(C)cc2)c(N2CCCC(C)C2)s1 (configuration not stated)

assay / entry	33	34	35	36	37	38	39	40
dFosB act	-11	-9	1	-9	-4	1	-7	-21
CAL PDZ FP-1	-0.1	-0.5	0.4	-2.8	-1.7	-0.4	-3.3	-3.5
PfHsp90 yeast 2	10	-94	17	-39	10	5	-3	-31
Rtt109 HAT inh	4	2	-2	-2	0	-5	4	7
NSD2 inh	-4	x	-2	10	-1	x	-1	3
CAL PDZ FP-2	1	x	x	-1	9	-1	-2	-4
SR-BI HDL uptake	-15	x	-11	-14	-21	-18	-8	13
PvdQ inh	-9	-7	-6	-8	-8	-9	-10	-5
MITF act	-10	1	4	7	3	x	x	-20
SR-BI uptake up	15	x	11	14	21	18	8	-13

(41) O=C(O)CSc1cc(NS(=O)(=O)c2ccc(Cl)cc2)c2ccccc2c1O
(42) O=S(=O)(O)c1cccc2c(N=Nc3ccc(O)c4ncccc34)cccc12
(43) COC(=O)c1ccc2c(=O)n(CCCN3CCCC3=O)c(=S)[nH]c2c1
(44) CC(=O)Oc1ccc(N2C(=O)CCC2=O)cc1
(45) CC(C)COc1ccc(-c2nnc(-c3ccco3)o2)cc1
(46) Cn1c(SCc2nc3ccccc3[nH]2)nnc1-c1cccnc1
(47) CCOc1ccc(NC(=O)c2ccc(NC(=S)NC3CCCCC3)cc2)cc1
(48) C#CCOc1ccc(Br)cc1C(c1c(C)[nH][nH]c1=O)c1c(C)[nH][nH]c1=O

assay / entry	41	42	43	44	45	46	47	48
dFosB act	-11	-14	-3	2	-13	1	-2	0
CAL PDZ FP-1	36	3.4	-2.7	-0.5	-1.2	0.3	-0.8	1.1
PfHsp90 yeast 2	-13	-4	9	2	x	x	x	-9
Rtt109 HAT inh	-13	3	0	-12	0	7	35	-12
NSD2 inh	137*	66*	0	16	1	-4	-1	41
CAL PDZ FP-2	7	11	-2	x	x	-2	4	3
SR-BI HDL uptake	0	26	-2	-18	-12	-19	u	-5
PvdQ inh	-12	-2	-5	-16	3	-15	5	-22
MITF act	-33	-11	-20	-12	31	-12	5	x
SR-BI uptake up	0	-26	2	18	12	19	-74	5

(49) COc1cccc(-n2c(N)c(C(=O)Nc3c(C)n(C)n(-c4ccccc4)c3=O)c3nc4ccccc4nc32)c1
(50) O=C(COc1ccc(Cl)cc1)N/N=C/CCc1ccccc1
(51) Cc1ccccc1CN1CCN(CC(=O)NCc2ccccc2)CC1
(52) Cc1cccc(-n2ncc3c2CCCC3NC(=O)c2ccc[n+]([O-])c2)c1C (configuration not stated)
(53) CN1CCN(C(=O)c2ccc(-c3ccccc3)cc2)CC1
(54) CN1CCN(Cc2c(O)ccc3c(-c4ccccc4)cc(=O)oc23)CC1
(55) Cc1ccc(C(=O)N/N=C\c2ccc(OC(=O)c3cccs3)cc2)cn1
(56) Nc1c(C(=O)O)nnn1Cc1ccccc1

assay / entry	49	50	51	52	53	54	55	56
dFosB act	1	-7	-7	-5	1	-7	-8	2
CAL PDZ FP-1	0.2	-0.5	-0.4	-1.6	-0.3	-2.3	-1.5	-1.3
PfHsp90 yeast 2	-2	x	5	-60	11	x	-2	-3
Rtt109 HAT inh	x	3	8	-1	-2	-48	x	1
NSD2 inh	2	0	2	2	3	3	-5	-1
CAL PDZ FP-2	-5	-4	6	-1	x	x	-3	-3
SR-BI HDL uptake	-8	-4	-8	-13	-14	-11	5	-24
PvdQ inh	12	-5	8	-8	-19	5	2	6
MITF act	x	-6	x	-24	3	2	1	x
SR-BI uptake up	8	4	8	13	14	11	-5	25

Source: PubChem (Broad Institute)
